# Screening results deposited in PubChem BioAssay by several laboratories.
# FXN GAA850 act = FXN promoter activators, primary screen, cell-based, luciferase luminescence, HEK293 lucGAA850. HEK293 lucGAA850 FXN promoter luciferase reporter, 24 h; percent of 10 µM SAHA response. activation, % at 6 µM. 0.56% of 360,000 active;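 active = activation above the average of all compounds screened plus 3 SD, cutoff fixed separately per campaign, cut at about 7.5% in these data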;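 note: 0% = DMSO wells and 100% = 10 µM SAHA wells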
# ssDAF-12 act = S. stercoralis DAF-12 nuclear receptor activators, primary screen, cell-based, luminescence, HEK293, GRIP1 co-expression, lit1-tk-luc. Nuclear hormone receptor DAF-12 (Strongyloides stercoralis). HEK293 ssDAF-12/GRIP1 lit1-tk-luc reporter; % of 3 µM dafachronic acid response. activation, % at 6.8 µM. 1% of 370,000 active. AID 652126, 2013;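 active = activation above the mean over all tested compounds plus 3 SD, cut at about 0.9% in these data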;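 note: 0% = DMSO-only wells and 100% = 3 µM delta7-dafachronic acid wells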
# sPLA2-III inh = human group III sPLA2 inhibitors, primary screen, biochemical, QFRET, BODIPY PC-A2 liposome substrate; QFRET BODIPY PC-A2 liposome hydrolysis, fluorescence; 0.56% of 370,000 active; inhibition, % at 12.2 µM; Group 3 secretory phospholipase A2 (Homo sapiens), Q9NZ20;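 active = inhibition above mean plus 3 SD of compounds lying within the high and low control bounds, cut at about 19% in these data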;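 note: 0% = median of test compound wells and 100% = no enzyme DMSO wells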
# Target sequence (Q9NZ20 whole entry, looked up): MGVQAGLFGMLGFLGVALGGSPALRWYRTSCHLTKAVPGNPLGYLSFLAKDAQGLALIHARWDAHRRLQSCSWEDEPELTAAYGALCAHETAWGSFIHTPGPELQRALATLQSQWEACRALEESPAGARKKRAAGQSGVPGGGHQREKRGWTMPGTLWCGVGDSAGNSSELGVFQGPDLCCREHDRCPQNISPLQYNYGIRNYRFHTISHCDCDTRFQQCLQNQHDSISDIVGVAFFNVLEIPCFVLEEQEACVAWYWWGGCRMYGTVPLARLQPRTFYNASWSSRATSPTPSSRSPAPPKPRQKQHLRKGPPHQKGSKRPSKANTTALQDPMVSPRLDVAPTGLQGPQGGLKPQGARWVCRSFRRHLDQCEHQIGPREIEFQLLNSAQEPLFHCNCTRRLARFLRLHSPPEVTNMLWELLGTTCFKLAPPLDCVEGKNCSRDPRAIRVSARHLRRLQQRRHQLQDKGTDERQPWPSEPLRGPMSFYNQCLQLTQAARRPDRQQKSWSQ
# hcDAF-12 act = H. contortus DAF-12 nuclear receptor activators, primary screen, cell-based, luminescence, HEK293, lit1-tk-luc reporter | HEK293 hcDAF-12 lit1-tk-luc reporter; 0% DMSO, 100% Δ7-dafachronic acid | AID 652067, 2013 | 1.4% of 370,000 active | activation, % at 6.8 µM;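 active = activation above the mean of all tested compounds plus 3 SD, cut at about 5.5% in these data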;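 note: 100% = response to 3 µM Δ7-dafachronic acid high control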
# SMARCA2 activ = SMARCA2 (BRM) function activators, primary screen, cell-based, luminescence, high throughput; 1% of 370,000 active; activation, % at 9.1 µM; AID 652017, 2013; MG213 cells, MMTV-luciferase reporter, dexamethasone, overnight; in the data active = activation above about 7.8%;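 note: 0% = vehicle wells and 100% = reference activator wells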
# PG9 binder = binders of HIV-1 gp120 antibody PG9, primary screen, biochemical, TR-FRET; HIV-1 gp120 / PG9 antibody interaction; TR-FRET gp120-PG9 antibody binding; inhibition, % at 6.7 µM; 0.43% of 360,000 active; AID 624416, 2012; in the data active = inhibition above about 8.5%
# PLC-beta3 inh = human PLC-beta3 inhibitors, primary screen, biochemical, fluorescence; inhibition, % at 12.2 µM; Purified PLC-beta3, fluorogenic substrate; 0.18% of 370,000 active; 1-phosphatidylinositol 4,5-bisphosphate phosphodiesterase beta-3 (Homo sapiens), Q01970; in the data active = inhibition above about 11%;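 note: 0% = median of compound wells on plate and 100% = full blocker control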
# Rev-erbA mod = modulators of Rev-erb alpha DNA binding, primary screen, biochemical, FITC-DNA, fluorescence polarization, uHTS; Nuclear receptor subfamily 1 group D member 1 (Homo sapiens), P20393; AID 1259318, 2017; Rev-erbα–FITC-DNA binding, 90 min; activity, % at 10 µM; 0.79% of 370,000 active;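 active = activity above about 14%, limit read from the data; passing the limit was not always enough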;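 note: 0% = DMSO wells with 35 nM protein and 100% = DMSO wells with 750 nM protein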
# hgDAF12 agonist = H. glycines DAF-12 receptor agonists, primary screen, cell-based, luminescence, HEK293, GAL4 fusion, UAS-luciferase | 1.8% of 370,000 active | HEK293 GAL4-hgDAF12 UAS-luciferase reporter, agonist luminescence; normalized to butyrate control | Nuclear hormone receptor DAF-12 (Heterodera glycines), GAL4 fusion | AID 687014, 2013 | activation, % at 6.8 µM;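 active = activation above a cutoff set at the mean of all screened compounds plus 3 SD, cut at about 10% in these data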;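 note: 0% = DMSO wells and 100% = sodium butyrate wells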
# DAX1 inh-1 = DAX1 (NR0B1) inhibitors, primary screen, cell-based, HEK293, Gal4-DAX1, luciferase luminescence | Nuclear receptor subfamily 0 group B member 1 (Homo sapiens), P51843 | HEK293 Gal4-DAX1 luciferase reporter | inhibition, % at 6.75 µM | 0.99% of 340,000 active | AID 504766, 2011;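 active = inhibition above the mean over all tested compounds plus 3 SD, cut at about 4.2% in these data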;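 note: 0% = DAX1-transfected cells with DMSO and 100% = empty-vector control cells with DMSO; inhibition shows as a rise in luminescence from relieved DAX1 repression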
# Target sequence (P51843 207-470 limits assumed): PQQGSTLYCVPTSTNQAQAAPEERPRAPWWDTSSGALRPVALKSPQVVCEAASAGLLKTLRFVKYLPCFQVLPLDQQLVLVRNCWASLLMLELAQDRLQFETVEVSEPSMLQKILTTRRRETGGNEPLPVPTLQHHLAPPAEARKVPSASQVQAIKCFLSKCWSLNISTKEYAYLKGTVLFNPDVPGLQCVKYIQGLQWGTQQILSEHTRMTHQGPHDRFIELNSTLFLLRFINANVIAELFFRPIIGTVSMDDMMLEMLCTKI
# DAX1 inh-2 = DAX1 (NR0B1) inhibitors on StAR promoter, primary screen, cell-based, luminescence, SF-1 (NR5A1), full-length DAX-1. HEK293T StAR-luciferase reporter, SF-1/DAX-1 repression relief. AID 652010, 2013. inhibition, % at 6.8 µM. 1.1% of 370,000 active;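 active = inhibition above the mean over all tested compounds plus 3 SD, cut at about 3.6% in these data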;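 note: 0% = DAX-1 cells with DMSO and 100% = cells lacking DAX-1 with DMSO; higher inhibition means more luminescence from relief of DAX-1 repression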
# Starred values were filed as active, the others as inactive; . = no result given.
SMILES,FXN GAA850 act,ssDAF-12 act,sPLA2-III inh,hcDAF-12 act,SMARCA2 activ,PG9 binder,PLC-beta3 inh,Rev-erbA mod,hgDAF12 agonist,DAX1 inh-1,DAX1 inh-2
O=C(CN(C(=O)CCC(=O)Nc1nccs1)c1ccc(F)cc1)NCc1ccc2c(c1)OCO2,-1.3,-1.0,0.3,-0.8,-2.6,0.1,-5.8,3.3,1.1,-0.2,0.0
COc1ccc(NC(=O)C2CCCN(S(=O)(=O)c3cccc4nonc34)C2)cc1OC (configuration not stated),2.6,-1.2,-4.2,-1.3,-0.7,-2.5,3.2,-2.5,0.6,0.5,0.3
CC(C)CCNC(=O)C1(O)c2ccccc2NC(=O)N1c1ccc(Cl)cc1 (configuration not stated),0.1,-1.2,0.8,1.3,2.5,0.1,2.2,-0.7,1.3,0.7,0.2
CC(C)Oc1ccc(C(CC(=O)O)NC(=O)C(Sc2ccccc2)c2ccccc2)cc1 (configuration not stated),1.8,-1.3,-8.6,-1.9,-0.3,-0.1,-7.9,-2.3,-0.5,.,-0.2
COc1ccccc1-n1c(SCC(=O)Nc2ccc(NC(C)=O)cc2)nc2c([nH]c3ccccc32)c1=O,-1.1,0.7,-8.8,2.7,-0.5,-0.7,-9.0,-1.0,0.8,1.5,-0.2
CC(C)c1nc2cc(C(=O)N(C)Cc3ccc(F)cc3)ccc2o1,1.8,-0.5,-7.5,0.4,2.7,-5.0,-5.6,2.2,0.0,-0.2,-0.4
COC(=O)C1=C(N)Oc2cc(C)n(CCCn3ccnc3)c(=O)c2C1c1cccc(Cl)c1 (configuration not stated),1.6,-1.6,6.8,-0.8,0.9,0.8,7.1,5.9,-0.6,0.0,0.3
COc1ccc(N(C)S(=O)(=O)c2cccc(C(=O)NC3CCCCC3C)c2)cc1 (configuration not stated),1.4,-1.9,-1.6,-2.7,-0.6,-0.8,-1.0,0.6,2.2,-0.4,0.1
O=C(NCc1ccccn1)C1CCN(S(=O)(=O)c2cnc[nH]2)CC1,0.0,-1.1,1.9,-0.7,-0.7,-0.6,0.2,-4.9,1.7,1.4,-0.8
CC(C)C(=O)NC(CC(=O)O)c1ccccc1 (configuration not stated),4.0,-0.8,-0.2,-0.4,-0.4,1.2,1.0,1.9,-0.9,0.0,-0.5
CC1CC1C(=O)N(C)CC(=O)Nc1cccc(F)c1 (configuration not stated),-0.5,-1.1,-0.6,-0.3,-0.6,0.6,1.0,-5.0,-0.4,0.5,-0.7
CC(C)C[C@H]1CNC(=S)N1C[C@H]1CCCN1C[C@H](CC(C)C)N1C[C@H](Cc2ccc(O)cc2)N(CC2CCCCC2)C1=S,.,-0.9,-17.7,-1.1,-4.6,-2.1,3.9,-0.8,1.3,.,0.7
c1ccc(-c2nnc3sc(-c4cc5ccccc5o4)nn23)cc1,0.9,-1.8,3.8,-3.7,6.3,-1.9,-10.8,9.3,-1.3,0.4,1.1
CN1CCN(c2ccc(NC(=O)c3ccccc3)cc2)CC1,4.6,0.3,1.2,1.4,3.2,-1.8,-1.3,0.1,10.5*,2.5,0.8
Cc1ccc(C(=O)O/N=C2/CC3CCC2(C)[C@@]3(C)CBr)cc1 (some centres not stated),1.1,-0.8,4.8,-1.6,-3.5,2.2,-8.6,-1.5,1.4,-2.0,-0.4
COc1cc(N=C(N)N=C(N)N)cc(OC)c1,1.2,-1.2,0.1,-1.7,-2.0,-0.2,-7.4,-9.3,0.7,-0.7,-0.3
NS(=O)(=O)c1ccc(NC(=O)C(=O)NCCC(=O)O)cc1,-0.4,-1.0,5.8,1.4,-3.0,-1.9,-2.5,-5.3,-0.4,1.9,0.8
COc1ccc(OC)c(S(=O)(=O)Nc2ccc(Oc3ccccc3)cc2)c1,1.9,-2.3,-35.4,-3.3,-4.6,-1.5,-0.6,-0.6,-4.8,-2.0,-2.4
CCCC[C@@H]1CNC(=O)C(=O)N1CC1CCCCC1,.,-0.8,-5.8,2.1,-0.1,1.1,2.7,2.2,1.1,.,0.0
Cc1cc(C(=O)NC2CCCc3c2cnn3-c2ccc(C)c(C)c2)nc(C)n1 (configuration not stated),-0.3,-1.5,-1.3,-3.6,-2.4,-1.5,-2.0,0.9,-2.4,-0.2,-0.3
NC(=O)CSc1nnc(-c2ccncc2)n1CCc1ccccc1,1.6,-1.7,0.3,-1.5,-1.2,3.2,-1.8,1.8,-0.8,-1.7,0.2
COCCCNc1ccn2nc(-c3ccc(CC(C)C)cc3)cc2n1,-1.4,-1.0,-23.2,0.8,-3.3,0.6,-134.2,0.1,5.0,.,0.1
Cc1ccc(CSCC(=O)NCc2cccnc2)cc1,1.9,-1.1,-0.5,0.1,0.0,0.2,4.0,-4.8,1.0,-0.7,-0.1
CCCCCCCCN1C(=O)[C@H](CC(=O)N2CCCCC2)C[C@@]2(C(=O)OC)CC(C)(C)CC=C12,.,-0.9,-1.3,1.7,0.3,1.6,3.7,-7.9,0.3,.,0.1
COc1cccc2cc(-c3ccccc3)c(=O)oc12,6.5,0.8,7.0,5.8*,4.0,-1.0,-41.7,3.2,16.0*,1.4,2.1
O=C(Nc1ccc2c(c1)OCCO2)C1CCCN1S(=O)(=O)c1ccc(Cl)cc1 (configuration not stated),1.5,-1.2,2.9,-1.5,4.6,0.5,-2.0,2.8,-1.6,0.6,-0.4
COc1cccc2cc(S(=O)(=O)c3ccccc3)c(=Nc3ccc4c(c3)OCCO4)oc12,0.4,-1.2,-0.7,1.4,-2.4,-1.0,2.5,9.4,2.2,0.2,0.1
O=c1cc(C(F)(F)F)nc(-c2cccnc2)[nH]1,0.1,-1.5,1.0,0.0,0.8,-2.1,0.3,-3.5,1.1,2.0,-0.1
COc1ccc(OC)c(NC(=O)CSc2nc3ccccc3c(=O)n2CC2CCCO2)c1 (configuration not stated),2.8,-1.1,7.2,0.0,-2.5,0.6,-7.9,-0.2,-0.1,0.1,0.3
COc1cc2c(cc1NC(=O)Cc1ccc(C)cc1)oc1ccccc12,7.4,-0.7,-0.7,0.2,-1.7,-1.3,3.2,1.4,0.9,1.4,0.8
Cc1ccc2[nH]c3c(c2c1)CCC3=O,0.9,-0.9,4.9,-2.3,1.2,-1.9,-391.9,-10.0,0.6,1.8,0.2
O=C(NCc1ccc2c(c1)OCO2)C1CC(c2ccc(Cl)cc2)=NO1 (configuration not stated),-0.2,-1.7,-1.0,-0.6,4.3,-1.9,-0.3,-3.6,4.3,1.2,1.0
O=C(Nc1ccc(NC(=O)c2ccc(Cl)cc2Cl)cc1)c1cccs1,0.6,-1.0,7.2,1.3,-0.7,-2.5,-3.3,-0.2,3.4,-0.9,-0.3
Cc1ccc(C(=O)N(CC(=O)NC2CCCCC2)c2ccccc2F)s1,-1.4,-1.5,-0.4,-1.3,-3.6,1.6,-1.9,7.6,-1.6,1.1,0.4
COc1cc2c(cc1NC(=O)CCC(=O)O)oc1ccccc12,0.4,-1.6,0.1,-1.3,-3.1,-2.5,-3.6,-2.9,-1.8,-0.9,0.6
COc1ccc(OC)c(C2C(C#N)=C(N)Oc3cc(C)[nH]c(=O)c32)c1 (configuration not stated),1.2,-0.9,5.9,-2.2,-5.3,0.5,1.6,0.1,-0.9,0.3,0.3
O=C(c1ccc(S(=O)(=O)N2CCCCCC2)cc1)N(c1ccccn1)C1CCCCC1,1.1,-2.2,-6.8,-2.1,-2.3,-2.3,0.2,1.5,-3.5,-0.7,-0.5
O=C(CN1C(=O)CCSc2ccccc21)Nc1ccc(Cl)cc1,.,-1.1,-2.7,0.8,-5.4,.,1.5,-5.2,-2.8,.,-0.9
COc1ccc(C2(C)NC(=O)N(CC(=O)Nc3ccc4c(c3)OCO4)C2=O)cc1OC (configuration not stated),2.3,-1.1,-4.8,-0.5,0.8,-1.8,-3.3,-4.0,-1.5,-1.2,0.0
COc1ccc2c(-c3cccnc3)cc(=O)[nH]c2c1,-0.1,-1.1,8.7,-1.9,3.4,0.0,-46.1,2.9,-0.8,-1.8,-0.2
CCCCN(CCCC)CCNC(=O)CN1C(=O)COc2ccc(S(=O)(=O)N3CCC(C)CC3)cc21,-2.3,-1.2,-6.8,5.4,-1.6,-0.8,-3.1,-2.7,0.9,0.1,2.1
O=C(CNC(=S)NC(=O)c1ccco1)c1ccccc1,1.1,-1.1,-9.7,1.3,5.3,-1.7,-2.0,0.2,5.1,1.2,0.4
CCC(C)(C)n1nnnc1C(c1cccnc1)N1CCN(c2cccc(C(F)(F)F)c2)CC1 (configuration not stated),2.5,-1.6,0.9,-0.7,-3.0,-3.3,4.2,-1.8,4.8,0.4,-1.1
CC(=O)N1CCN(c2nc3ccc([N+](=O)[O-])cc3s2)CC1,3.1,0.5,0.8,5.4,-0.3,1.0,-7.0,-5.8,4.9,1.9,-0.2
Cc1nnc(SCCn2c(Br)nc3c2c(=O)[nH]c(=O)n3C)s1,-1.5,-0.7,5.9,-1.3,0.1,0.2,-1.8,3.3,-1.0,-0.7,0.5

# Profiles, quoted from the list. Order of screens: FXN GAA850 act	ssDAF-12 act	sPLA2-III inh	hcDAF-12 act	SMARCA2 activ	PG9 binder	PLC-beta3 inh	Rev-erbA mod	hgDAF12 agonist	DAX1 inh-1	DAX1 inh-2
# Listed for c1ccc(-c2nnc3sc(-c4cc5ccccc5o4)nn23)cc1 : 0.9	-1.8	3.8	-3.7	6.3	-1.9	-10.8	9.3	-1.3	0.4	1.1
# Listed for COc1cc2c(cc1NC(=O)CCC(=O)O)oc1ccccc12 : 0.4	-1.6	0.1	-1.3	-3.1	-2.5	-3.6	-2.9	-1.8	-0.9	0.6
# Listed for COc1ccc(OC)c(NC(=O)CSc2nc3ccccc3c(=O)n2CC2CCCO2)c1 (configuration not stated) : 2.8	-1.1	7.2	0.0	-2.5	0.6	-7.9	-0.2	-0.1	0.1	0.3
# Listed for Cc1ccc(C(=O)N(CC(=O)NC2CCCCC2)c2ccccc2F)s1 : -1.4	-1.5	-0.4	-1.3	-3.6	1.6	-1.9	7.6	-1.6	1.1	0.4
# Listed for O=C(NCc1ccccn1)C1CCN(S(=O)(=O)c2cnc[nH]2)CC1 : 0.0	-1.1	1.9	-0.7	-0.7	-0.6	0.2	-4.9	1.7	1.4	-0.8
